# Screening results from PubChem.
# Eya2 inh = Eya2 (human) phosphatase inhibition. 330,000 tested, 0.006% active. O00167. AID 488837. Potency, µM (titrated, usually from 76.9 µM), for the others: top-dose activity, negative = inhibition, actives largely listed as inhibitors. recombinant Eya2, OMFP fluorescence dephosphorylation (OMFP is methylfluorescein phosphate); also: potency is read from the fitted curve at half-maximal effect; % is scaled to controls: 0 for no effect and ±100 for the full control effect
# Target sequence (O00167 whole entry, looked up): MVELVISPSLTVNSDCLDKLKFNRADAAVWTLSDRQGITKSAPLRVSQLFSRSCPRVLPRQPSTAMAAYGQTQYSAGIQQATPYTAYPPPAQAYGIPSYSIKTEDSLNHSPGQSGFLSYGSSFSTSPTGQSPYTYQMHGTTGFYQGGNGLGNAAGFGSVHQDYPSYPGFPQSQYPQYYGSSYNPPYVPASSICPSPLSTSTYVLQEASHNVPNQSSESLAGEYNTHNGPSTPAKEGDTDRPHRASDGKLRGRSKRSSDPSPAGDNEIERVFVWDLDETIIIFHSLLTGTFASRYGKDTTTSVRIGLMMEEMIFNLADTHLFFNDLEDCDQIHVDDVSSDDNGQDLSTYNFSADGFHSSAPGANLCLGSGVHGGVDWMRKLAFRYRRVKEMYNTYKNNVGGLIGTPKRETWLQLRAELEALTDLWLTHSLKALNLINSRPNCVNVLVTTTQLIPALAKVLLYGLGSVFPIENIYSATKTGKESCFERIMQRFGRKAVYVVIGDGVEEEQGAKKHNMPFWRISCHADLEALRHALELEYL
#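 Eya2 protein (added as 0.2 uM solution) was preincubated with compound for 10 min at ambient temperature in 50 mM HEPES pH 7.5, 50 mM NaCl, 5 uM MgCl2, 0.05% BSA, 1 mM DTT. OMFP (added at 50 uM) then reacted 10 min; fluorescence read at 485/525 nm.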
# BCR signal inh = inhibitors of chronic active B-cell receptor signaling | Potency, µM (doses to about 46.1 µM), for the others: top-dose ratio change, negative = lower green/red ratio, usual class: inhibitors | 340,000 tested, 0.05% active | ABC-DLBCL IkBa-CBG/CBR reporter, luminescence ratio, 4 h | AID 493014; active = well fitted inhibition curve with a large enough effect in the signal ratio, with a control signal flat, not every such curve was filed as active; inconclusive = small, poorly fitted or top-dose-only effect, or effect the other way, or a change in a side signal; the % refers to the signal ratio;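 also: potency is read from the fitted curve at half-maximal effect; plate controls were basal doxycycline-induced cells for no effect and cells given 10 µM MG132 for full effect; MG132 reads +100%, hits lower the ratio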
#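 TMD8 human ABC-DLBCL cells with doxycycline-inducible IκBα–green luciferase fusion and unfused red luciferase, in 0.5% FBS medium; compounds up to 46 uM, 4 h at 37C. Green/red luminescence ratio, filter-overlap corrected, fitted to concentration-response curves.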
# USP2a block = USP2a (human) protease inhibition | O75604 | USP2 core, Ub-CHOP2 coupled fluorogenic reporter, 485/531 | Potency, µM (doses to about 38.3 µM), without a hit: top-dose activity change, negative = inhibition, actives largely listed as inhibitors | 330,000 tested, 0.01% active;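 also: potency is read from the fitted curve at half-maximal effect; plate controls were DMSO wells for no effect and full inhibition by NEM control for full effect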
#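 Cell-free coupled assay: 10nM USP2 core preincubated 30min RT with compound in Tris-HCl pH 8.0/CaCl2/CHAPS buffer, then 25nM Ub-CHOP2 and 25nM reporter substrate; fluorescence (Ex 485/Em 531) read after 60min RT, normalized to NEM inhibition, concentration-response curves fitted.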
# KCNH2 WT inh = blocks the wildtype human KCNH2 potassium channel; 340,000 tested, 0.37% active; activity change, % at 1.84 µM; U2OS, BacMam KCNH2, thallium flux FluxOr; active compounds read low;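 active = maximum activity change below -70%; inconclusive = maximum activity change between -70% and -50%; inactive = maximum activity change above -50%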; also: % is scaled to controls: 0 for no effect and ±100 for the full control effect
#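 U2OS cells transduced with wild-type KCNH2 virus are loaded with FluxOr dye for 45 min, and thallium flux is measured in kinetic reads before and after stimulation buffer. Rate constants are normalized to DMSO controls.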
# MBNL1-CUG inh = blocks human MBNL1 binding to CUG repeat RNA | Q9NR56 | TR-FRET MBNL1-His/biotin-(CUG)12 binding, 665/545 ratio | Potency, µM (doses to about 57.5 µM), inactives show at the highest dose activity change, negative = inhibition, hits mostly inhibitors | 280,000 tested, 0.036% active; active = well fitted inhibition curve with a large enough effect in the signal ratio, with a control signal flat, not every such curve was filed as active; inconclusive = small, poorly fitted or top-dose-only effect, or effect the other way, or a change in a side signal; inactive = no such curve, though single readings can be large or run the other way; the % refers to the signal ratio; also: potency is read from the fitted curve at half-maximal effect; % is scaled to controls: 0 for no effect and ±100 for the full control effect
#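 Compound titration spanned 92 nM–58 uM against the MBNL1-His/biotin-(CUG)12 complex. After 60 min at room temperature with 5 nM streptavidin-XL665 and 0.055 ng/ul terbium anti-His, ratiometric 665/545 nm emission (Ex 340 nm) normalized to controls.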
# Menin MLL FP TR = inhibitors of human menin-MLL interaction, mutant MLL peptide; O00255; Menin + Texas Red MLL mutant peptide, fluorescence polarization; Potency, µM (doses to about 61.6 µM), inactives show at the top dose FP activity change, negative = inhibition, actives largely listed as inhibitors; 270,000 tested, 0.23% active; active = well fitted inhibition curve with a large enough effect in the polarisation, with a control signal flat, not every such curve was filed as active; inconclusive = small, poorly fitted or top-dose-only effect, or effect the other way, or a change in a side signal; inactive = no such curve, though single readings can be large or run the other way; the % refers to the polarisation; also: potency is read from the fitted curve at half-maximal effect; % of control where 0% means no effect; many of its hits are not listed in these tables
# GALK inh = inhibitors of human galactokinase. Purified GALK, Kinase-Glo residual ATP luminescence. Potency, µM (highest dose often 57.5 µM), inactives show top-dose activity change, negative = inhibition, most hits filed as inhibitors. 270,000 tested, 0.007% active; also: potency is read from the fitted curve at half-maximal effect; % is scaled to controls: 0 for no effect and ±100 for the full control effect
#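 The enzyme phosphorylates galactose (100 uM) using ATP (35 uM); inhibition is detected as higher residual ATP, quantified by bioluminescence after 1 h reaction at room temperature, pH 8.0.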
# PKM2 activator = activators of human pyruvate kinase M2; purified PKM2, Kinase-Glo ATP luminescence, activation; response scale: 0% is enzyme alone, no compound; Potency, µM (top dose mostly 57.5 µM), inactives show at the top dose activation, usual class: activators; 260,000 tested, 0.34% active; P14618; also: potency is read from the fitted curve at half-maximal effect; % is scaled to controls: 0 for no effect and ±100 for the full control effect; nearly all actives have a fitted effect of over 55% in size
#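 Kinase-Glo luminescence reports ATP generated from ADP (0.1 mM) and PEP (0.5 mM) by purified hPK-M2 after 1 h at room temperature, pH 7.2 imidazole buffer; intermediate enzyme activity allows detecting inhibitors and activators.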
# S-ASM inh = human S-ASM enzyme inhibition; Potency, µM (doses to about 57.5 µM), inactives show at the highest dose activity change, negative = inhibition, usual class: inhibitors; 340,000 tested, 0.006% active; placental ASM, HMU-PC fluorogenic substrate, 60 min; also: potency is read from the fitted curve at half-maximal effect
# Target sequence (P17405 47-631 limits assumed): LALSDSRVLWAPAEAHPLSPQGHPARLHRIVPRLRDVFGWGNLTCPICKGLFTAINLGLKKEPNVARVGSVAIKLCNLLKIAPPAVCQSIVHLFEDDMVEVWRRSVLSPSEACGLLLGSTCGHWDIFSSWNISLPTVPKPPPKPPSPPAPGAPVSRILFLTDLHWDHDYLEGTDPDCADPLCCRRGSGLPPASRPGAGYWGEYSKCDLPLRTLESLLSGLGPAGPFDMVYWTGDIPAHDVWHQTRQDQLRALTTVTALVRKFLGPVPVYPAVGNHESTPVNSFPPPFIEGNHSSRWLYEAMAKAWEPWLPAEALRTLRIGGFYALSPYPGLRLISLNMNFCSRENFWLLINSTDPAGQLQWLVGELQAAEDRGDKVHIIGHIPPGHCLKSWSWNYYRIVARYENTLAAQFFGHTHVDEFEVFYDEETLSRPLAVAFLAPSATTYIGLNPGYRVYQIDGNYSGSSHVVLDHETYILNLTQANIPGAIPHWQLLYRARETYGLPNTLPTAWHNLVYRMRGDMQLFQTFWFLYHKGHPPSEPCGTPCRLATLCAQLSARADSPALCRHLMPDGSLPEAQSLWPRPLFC
#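 HMU-PC0 cleavage (9 uM final) by human placental ASM, 60 min at 37 °C following 10 min compound exposure at RT; stopped at pH 10, fluorescence Ex 386/Em 447 nm.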
# TSHR antag = blocks TSH signaling through the human TSH receptor | AID 504810 | 330,000 tested, 0.2% active | TSHR-expressing cells, TSH-stimulated cAMP HTRF, 2 h; active compounds read low | activity change, negative = inhibition, % at 11.5 µM | P16473;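 active = activity change below a set negative limit, meaning inhibition stronger than a set level, cut at about -70% in these data; inconclusive = activity change between two set negative limits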; also: % is scaled to controls: 0 for no effect and ±100 for the full control effect
#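 Antagonism was scored as loss of TSH-driven cAMP in TSHR cells, stimulated with 4nM TSH (EC80) for 2 hours at 37 deg C and detected by homogeneous HTRF competition immunoassay.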
# Mito fusion yeast = mitochondrial division inhibition or fusion activation. S. cerevisiae fusion-defective mutant growth rescue, CellTiterGlo 48 h. Potency, µM (highest dose often 46.1 µM), without a hit: top-dose growth rescue (activation), most hits filed as activators. 320,000 tested, 0.23% active. AID 485298;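 also: potency is read from the fitted curve at half-maximal effect; % of control where 0% means no effect; nearly all actives have a fitted effect of over 45% in size; temperature-sensitive fusion mutants such as fzo1-1 at 37 °C on non-fermentable ethanol glycerol medium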
#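 Compounds are tested for their ability to restore growth of mitochondrial fusion-defective yeast strains at non-permissive 37C in YPEG medium over 48 hours. Viability is quantified by luciferase luminescence.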
# An asterisk follows results filed as active; i = inactive; ? = inconclusive; . = not tested or not shown; [ ] = remark or other dose. Unless noted, calls follow the shape of the dose curve; as a rule, active = well fitted curve in the direction sought with a large enough effect; inconclusive = small, poorly fitted or top-dose-only effect, or another doubt; inactive = no such curve, though single readings can be large; an effect the other way counts as inactive or inconclusive. An excerpt. The share of hits here may be higher or lower than overall.
SMILES,Eya2 inh,BCR signal inh,USP2a block,KCNH2 WT inh,MBNL1-CUG inh,Menin MLL FP TR,GALK inh,PKM2 activator,S-ASM inh,TSHR antag,Mito fusion yeast
O=C(CSc1ccc2c(c1)OCCO2)NCc1ccco1,3.4%,-6.1%,-3.1%,13.6,-4.5%,2.1%,-0.8%,14.7%,-2.4%,-2.7,1.0%
Cc1cccc(N2CCN(CC(=O)NCc3ccccc3)CC2)c1C,-12.9%,?,-0.8%,12.0,-9.7%,-12.6%,-3.0%,1.1%[11.5 µM],3.6%,14.8,7.4%
CCc1cccc(NC(=O)C2CCCN(S(=O)(=O)c3ccc4[nH]c(=O)ccc4c3)C2)c1 (configuration not stated),0.3%,0.9%,5.0%,1.9,87.4%[activator],16.6%,-3.1%,.,-0.3%,-14.5,-1.6%
CCOC(=O)C(C)Sc1nc(N)c(NC(=O)c2ccc(OC)c(OC)c2)c(=O)[nH]1 (configuration not stated),5.6%,2.7%,0.8%,-6.3,?,0.0%,2.6%,-3.7%,6.6%,-4.3,3.2%
C=CCC[C@H](Cc1ccc(F)cc1)C(=O)OC[C@H](Cc1c[nH]c2ccccc12)NC(=O)[C@@H](CC=C)CC(=O)N[C@H](CO)Cc1ccccc1,0.6%,?,3.1%,4.6,.,.,.,.,?,-29.5,.
Cc1cccc(NC(=S)NCc2ccc3c(c2)OCO3)c1C,0.6%,3.6%,-1.1%,-4.8,-2.8%,12.0%,0.8%,12.5%,6.2%,10.0,-6.5%
CCOC(=O)c1c(C)[nH]c(C(=O)OCC(=O)N2CCc3ccccc32)c1C,3.4%,-0.1%,-7.2%,-8.3,0.7%,23.0%,4.4%,11.1%,0.2%,-9.0,1.7%
CN(C)c1ccc(NC(=S)N2CCN(c3ncc(C(F)(F)F)cc3Cl)CC2)cc1,?,-4.3%,1.6%,3.7,4.0%,.,-0.1%,-4.1%,-3.2%,-6.1,-4.0%
COc1ccc(-c2nnc(SCc3cccc(C)c3)n2N)cc1,-10.4%,-3.3%,-0.7%,-3.0,3.8%,14.1%,1.8%,-1.8%,3.6%,-3.5,1.8%
COc1cccc(/C=N/NC(=O)C[n+]2ccccc2)c1OC,1.9%,0.0%,0.7%,-5.2,7.3%,0.2%,-3.0%,-3.5%,2.8%,-0.9,-0.8%
Cc1ccccc1C(=O)N(C)c1ccccc1C(=O)NCc1ccccc1,-3.2%,-0.6%,0.3%,-2.4,-0.3%,-14.6%,-2.5%,-5.1%,-1.8%,2.8,-0.4%
O=C(O)CS(=O)CC(=O)Nc1cccc(C(F)(F)F)c1 (configuration not stated),11.4%,?,2.6%,i,-9.2%,-15.8%,3.4%,0.9%,6.9%,19.4,-1.5%
COc1nc(C)ccc1-c1noc(-c2ccncc2)n1,5.5%,?,-2.4%,0.3,-5.3%,0.6%,-0.3%,-2.8%,0.5%,6.2,4.6%
O=C(COC(=O)/C=C/c1ccccc1[N+](=O)[O-])Nc1ccc(OCc2ccccc2)cc1,-5.1%,?,1.5%,2.6,-8.7%,-0.3%,-0.4%,7.1%,1.1%,-19.0,-5.3%
CC1=NN(c2ccc(C)c(C)c2)C(=O)C1C(c1cccc(O)c1)C1C(=O)N(c2ccc(C)c(C)c2)N=C1C (configuration not stated),21.0%,?,3.2%,-5.0,1.3%,?,.,24.9%,?,17.1,-2.5%
COc1ccc(S(=O)(=O)N2CCCCC2)cc1NC(=O)c1cnc(C)cn1,23.2%,-2.3%,2.8%,-21.8,.,.,.,.,-1.4%,-4.7,-12.3%
O=C(CN1CCc2ccccc2C1)Nc1ccccc1N1CCCCCC1,-27.7%,2.3%,-0.4%,3.0,-13.3%,-10.0%,-1.0%,-11.2%,-14.9%,-9.7,15.5%
CC(=O)c1cc2c(cc1N(C(=O)c1ccco1)C(C(=O)NC1CCCC1)c1ccccc1F)OCO2 (configuration not stated),-0.2%,6.2%,3.2%,-4.8,2.2%,2.7%,0.8%,2.3%,2.3%,-7.6,0.7%
CC(=O)N1N=C(c2ccco2)CC1c1ccco1 (configuration not stated),-1.1%,4.6%,2.3%,3.2,4.9%,-10.2%,-0.1%,5.9%,2.8%,4.2,-6.0%
O=C(Nc1cccnc1)c1ccc([N+](=O)[O-])o1,-28.6%,?,-0.9%,13.1,?,-5.9%,3.9%,.,-1.5%,16.5,-25.7%
COc1ccc(C(=O)N2CCC3(CC2)NCCc2[nH]cnc23)cc1OC,-1.7%,-4.7%,1.2%,6.9,2.8%,1.5%,-0.9%,.,4.5%,-4.2,-14.6%
CCOc1ccc(-n2c(SCc3ccc([N+](=O)[O-])cc3)nnc2-c2ccccc2)cc1,-2.5%,-3.5%,-2.1%,-26.7,12.6%,-22.7%,0.4%,-2.4%,-3.7%,82.9,-3.5%
CN(C1CCCCC1)S(=O)(=O)c1ccc2c(c1)c(=O)c(C(=O)NCCN1CCCC1)cn2C,6.7%,16.5%,2.8%,-2.5,7.2%,-14.2%,2.4%,4.5%,-5.4%,-1.8,-3.3%
Cc1c(C(=O)N2CCc3ccccc3C2)oc2ccccc12,5.1%,-18.8%,0.0%,-16.3,1.0%,.,5.8%,-0.5%,-1.5%,4.4,1.1%
Cc1cccc(NC(=S)N(CCN(C)C)Cc2cc3cc(C)cc(C)c3[nH]c2=O)c1,-21.9%,-1.1%,-2.5%,14.4,-25.1%,?,1.9%,-1.5%,-5.2%,7.0,-3.4%
CC[C@@]1(C(=O)OC)N[C@H](CN(C)C(=O)Nc2ccc(OC)cc2)[C@@H]2C(=O)N(C)C(=O)[C@@H]21,4.0%,0.0%,-0.2%,-8.4,.,.,.,.,-0.9%,-12.1,.
Cc1ccc(S(=O)(=O)CNC(=S)c2ccc3ccccc3c2)cc1,-23.3%,?,0.1%,-0.2,-5.3%,11.3%,-2.4%,18.7%,?,-10.2,3.3%
O=C(COC(=O)/C=C/c1ccccc1)NCCc1ccc(F)cc1,-31.4%,-0.2%,0.0%,19.7,.,.,.,.,-2.2%,-9.5,.
CC(C)=NOc1nc(N(C)C)nc(N(C)C)n1,1.8%,?,0.3%,0.9,-16.1%,2.6%,1.0%,0.0%,-2.8%,-1.7,-2.6%
COC(=O)c1ccc(Cn2cc(C(F)(F)F)ccc2=O)cc1,6.6%,-3.9%,-1.3%,-1.8,-4.5%,-8.5%,0.7%,1.6%,-2.2%,-2.5,-3.7%
N=c1sc2ccccc2n1-c1ccccc1,-29.2%,?,0.0%,1.7,2.2%,-14.3%,0.6%,5.6%,33.1%,-5.5,6.3%
c1ccc(Nc2nc(NCCN3CCOCC3)nc(Nc3ccccc3)n2)cc1,-5.7%,?,-0.8%,21.3,-2.2%,?,-1.1%,2.2%,-4.4%,-10.4,-12.8%
C#CCSc1nnc(-c2c[nH]c3ccccc23)n1C,16.4%,1.5%,2.4%,0.3,3.1%,5.7%,1.9%,1.8%,1.2%,-12.9,-3.5%
CCOC(=O)C1=C(COC(=O)c2ccccc2OC(F)F)NC(=O)NC1C (configuration not stated),4.5%,-29.3%,1.6%,-12.8,.,.,.,.,.,1.2,-0.3%
N#Cc1c(N)nc2c(c1-c1ccc(F)cc1)c(=O)nc1sccn12,23.4%,8.0%,-5.6%,-7.8,-0.5%,-17.2%,4.4%,2.1%,-0.8%,22.2,-13.8%
CNc1nc(-c2ccc3c(c2)CCN3C(=O)c2cccc(F)c2)cs1,9.3%,5.2%,-2.4%,5.9,23.1%,.,0.7%,-3.4%,-3.6%,-3.0,7.3%
Cc1ccc(C(C)C)c(OCC(=O)NC2CCN(C)CC2)c1,9.8%,2.5%,-4.9%,6.1,4.7%,.,-0.3%,-5.4%,1.1%,-3.2,-4.4%
